TRPM1 prom inh: reduces MITF-dependent TRPM1 promoter luciferase signal. SK-MEL-5 TRPM1 promoter luciferase, 24 h. inhibition, % at 12.5 µM. hit rate 0.83% among 330,000. AID 488899;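 active = mean inhibition across replicates of 60% or more, whatever share of single replicates reaches that level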; also: values of inactives mirror those of a sister screen read the other way
Shn3 3UTR inh: Schnurri-3 reporter inhibition in Clone20 osteoblasts. Clone20 osteoblast Shn3 3'UTR firefly luciferase, 24 h. inhibition, % at 12.5 µM. hit rate 0.52% among 360,000. AID 588674;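 active = mean inhibition of at least 75% with every replicate also reaching 75%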;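 also: 0% = median of neutral control wells and 100% = pilot-screen positive control compound; some compounds past the cut are filed as inactive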
NR2E3 ag-1: NR2E3 (human) agonism; Q9Y5X4; GST-NR2E3/biotin-RetCOR TR-FRET, 1536-well; inhibition of corepressor binding, % at 4.78 µM; hit rate 0.12% among 320,000; AID 2300;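 active = percent inhibition above the cutoff of mean plus 3 SD of all tested compounds, set per screening campaign, cut at about 20% in these data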;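 also: 0% = DMSO wells and 100% = biotin wells as full block of FRET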
Target sequence (Q9Y5X4 whole entry, looked up): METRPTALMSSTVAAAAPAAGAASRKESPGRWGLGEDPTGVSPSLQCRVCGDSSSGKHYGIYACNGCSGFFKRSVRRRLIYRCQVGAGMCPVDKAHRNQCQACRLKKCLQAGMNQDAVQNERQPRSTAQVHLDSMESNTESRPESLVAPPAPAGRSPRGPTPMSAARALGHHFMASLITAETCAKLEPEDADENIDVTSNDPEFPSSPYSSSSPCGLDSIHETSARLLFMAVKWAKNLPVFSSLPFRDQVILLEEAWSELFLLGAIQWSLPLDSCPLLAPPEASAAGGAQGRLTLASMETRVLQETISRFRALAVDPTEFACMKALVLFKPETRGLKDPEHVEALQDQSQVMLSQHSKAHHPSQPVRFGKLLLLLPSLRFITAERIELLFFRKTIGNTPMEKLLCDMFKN
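System: GST-tagged NR2E3 plus biotinylated RetCOR corepressor; Buffer or medium: pH 7.5 Tris-based buffer; Probe or stimulus: RetCOR corepressor, biotinylated, 7 nM; Doses: compound at 4.8 µM, single dose; Schedule: 5 h incubation at 4 °C; Technique: time-resolved FRET; Evaluation: percent inhibition of TR-FRET ratio; Replication: one well per compound, singlicate testing.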
Peg3 promoter: Peg3 promoter activity inhibition | HeLa PEG-Prom luciferase reporter, luminescence, overnight | inhibition, % at 20 µM | hit rate 1.7% among 360,000 | AID 588405;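 active = inhibition of at least 50% at 20 µM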
HIF-2a block: blocks HIF-2a reporter activity. inhibition, % at 18.8 µM. AID 624352. 786-0 RCC cells HIF-2a reporter, luciferase luminescence, overnight. hit rate 0.72% among 360,000;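 active = inhibition of the luminescence signal of 40% or more relative to plate controls, in a single-dose primary screen at 18.75 µM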
PDI turbidity: inhibitors of human protein disulfide isomerase; inhibition, % at 10 µM; PDI insulin aggregation turbidity, A650, 90 min; P07237; hit rate 0.052% among 350,000;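 active = mean inhibition across replicates of 30% or more, whatever share of single replicates reach that level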;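 also: absorbance from insulin aggregation driven by PDI reduction with DTT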
Target sequence (P07237 whole entry, looked up): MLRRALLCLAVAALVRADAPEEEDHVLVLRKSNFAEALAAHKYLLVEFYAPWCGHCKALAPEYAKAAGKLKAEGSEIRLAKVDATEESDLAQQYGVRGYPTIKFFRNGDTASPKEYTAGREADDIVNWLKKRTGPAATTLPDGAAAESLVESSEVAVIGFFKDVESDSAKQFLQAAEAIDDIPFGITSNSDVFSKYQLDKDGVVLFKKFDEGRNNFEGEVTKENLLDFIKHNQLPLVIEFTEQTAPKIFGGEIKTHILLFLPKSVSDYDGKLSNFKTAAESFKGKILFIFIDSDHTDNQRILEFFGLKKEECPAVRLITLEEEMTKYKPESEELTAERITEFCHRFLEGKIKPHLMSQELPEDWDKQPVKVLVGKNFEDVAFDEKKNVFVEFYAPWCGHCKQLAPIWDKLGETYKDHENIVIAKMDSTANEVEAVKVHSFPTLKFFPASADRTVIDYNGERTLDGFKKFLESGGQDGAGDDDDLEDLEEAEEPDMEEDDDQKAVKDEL
Cardio protect: modulators protecting cardiomyocytes from myocardial damage. hit rate 0.63% among 360,000. protection from H2O2 cell death, % at 20 µM. H9c2 cardiomyocytes, H2O2 injury protection, ATPLite, 2 h;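 active = compounds giving at least 50% protection of heart cells from peroxide-induced death in the single-dose screen, raw or plate-pattern-corrected value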;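 also: 0% = DMSO wells with peroxide and 100% = DMSO wells without peroxide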
NR2E3 ag-2: human photoreceptor-specific nuclear receptor agonism; hit rate 0.35% among 360,000; CHO-S Gal4-NCOR/VP16-NR2E3 two-hybrid, luciferase; Q9Y5X4; AID 602229; inhibition of corepressor binding, % at 3.98 µM;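 active = inhibition above the mean of all tested compounds plus 3 SD, cut at about 70% in these data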;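 also: 0% = DMSO with NR2E3 transfected cells and 100% = cells lacking NR2E3 construct; higher means lower luciferase signal from less NR2E3 corepressor binding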
CaV13 FRET inh: Disruptors of the CACNA1D IQ motif to Ca2+-dependent inactivation inhibitor domain association, primary screening, Förster resonance energy transfer in intact living …. AID 743397. hit rate 0.098% among 340,000. inhibition, % at 12.3 µM. HEK cells, CFP/YFP FRET ICDI-IQ, plate reader, 10 min; percent FRET-ratio fall versus neutral wells;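 active = mean replicate inhibition of at least 30% and at least 1% of replicates passing that level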;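 also: 0% = median of the neutral control wells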
iPSC survival up: hiPSC single-cell survival enhancement. ATPlite luminescence; 100% = ROCK inhibitor wells, 0% = DMSO. survival enhancement, % at 20 µM. hit rate 0.044% among 360,000. AID 602274; in the data active = survival enhancement above about 18%;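 also: cells exposed to compounds for 16 hours before the ATP read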
HTR2A ag: agonists of mouse serotonin 5-HT2A receptor (HTR2A); hit rate 0.66% among 360,000; activation, % at 7.6 µM; CHO-K1 mHTR2A beta-arrestin complementation, luminescence; percent of 30 µM serotonin response;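 active = activation above a run cutoff, the mean activation of all tested compounds plus 3 SD, cut at about 14% in these data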;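 also: 0% = plate median of compound wells and 100% = 30 µM serotonin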
Numbers without * were called inactive; x = no result given.

(1) CC1(C(=O)Nc2ccc(Cl)cc2)Cc2c(-c3cccc(C(F)(F)F)c3)ccnc2O1 (centres undefined)
(2) Cc1ccc(S(=O)(=O)C2(C(=O)Nc3ccc(F)cc3)CC2)cc1
(3) COCCNC(=O)CSc1nc2nn(-c3ccccc3)c(=O)c-2c2n1CCCCC2
(4) Cn1cc(C=C2C(=O)CC(C)(C)CC2=O)c2ccccc21
(5) CC(C)(C)c1ccc(C(=O)NCCOc2ccccc2)cc1
(6) COc1ccc(/C=c2/sc3n(c2=O)NC2(c4ccccc4)N(C)C(=O)N(C)C2(c2ccccc2)N=3)cc1 (centres undefined)
(7) COc1ccc(/C=C(\C#N)C(=O)N2COCC2(C)C)cc1
(8) O=C(c1ccc(-c2ccccc2)cc1)C1CCCN(Cc2ccncc2)C1 (centres undefined)
Compound	1	2	3	4	5	6	7	8
TRPM1 prom inh	x	-4	-3	14	9	2	11	4
Shn3 3UTR inh	-3	-1	11	3	23	-6	-30	75
NR2E3 ag-1	x	2	-1	0	6	-1	-1	-2
Peg3 promoter	25	9	16	10	-35	13	-17	18
HIF-2a block	8	13	12	5	6	27	-34	-33
PDI turbidity	15	11	-2	11	-3	2	0	-8
Cardio protect	1	0	3	3	-11	-3	12	-24
NR2E3 ag-2	-21	-29	0	-15	34	11	-22	22
CaV13 FRET inh	-5	-4	-8	3	-6	x	-20	-14
iPSC survival up	4.8	-2.2	0.6	-2.6	0.1	-0.2	0.6	-0.5
HTR2A ag	-4	3	-2	-2	-3	1	1	-8

3 compounds out of the list above, arranged by the value under NR2E3 ag-1, largest number first:
# | compound | TRPM1 prom inh | Shn3 3UTR inh | NR2E3 ag-1 | Peg3 promoter | HIF-2a block | PDI turbidity | NR2E3 ag-2 | CaV13 FRET inh | HTR2A ag
2 | Cc1ccc(S(=O)(=O)C2(C(=O)Nc3ccc(F)cc3)CC2)cc1 | -4 | -1 | 2 | 9 | 13 | 11 | -29 | -4 | 3
4 | Cn1cc(C=C2C(=O)CC(C)(C)CC2=O)c2ccccc21 | 14 | 3 | 0 | 10 | 5 | 11 | -15 | 3 | -2
3 | COCCNC(=O)CSc1nc2nn(-c3ccccc3)c(=O)c-2c2n1CCCCC2 | -3 | 11 | -1 | 16 | 12 | -2 | 0 | -8 | -2

(listing goes on)
(9) O=C(NC1C/C(=N/O)c2cc3c(cc21)OCO3)C(F)(F)F (centres undefined)
(10) COc1ccc(CNC(=O)CCC(=O)N2CCN(C(C)=O)CC2)cc1
(11) Cc1ccc2c(c1)N(C(=O)CCC(=O)NCc1cccnc1)CCO2
(12) O=C1COc2ccc(S(=O)(=O)N3CCC(C(=O)NCc4ccccc4)CC3)cc2N1
(13) C=CCSc1nc2ccccc2n1C(=O)/C=C/c1cc(OC)c(OC)c(OC)c1
(14) COc1ccc(OC)c(NC(=O)CCN2CCN(c3ccccc3F)CC2)c1
(15) CCOc1cc(NC(=O)c2ccco2)c(OCC)cc1NC(=O)c1ccco1
(16) COc1ccc(CCNC(=O)CCSc2nc(-c3ccco3)cc(C(F)(F)F)n2)cc1
Compound	9	10	11	12	13	14	15	16
TRPM1 prom inh	2	14	6	-1	87*	4	5	11
Shn3 3UTR inh	14	-6	1	0	97*	13	10	-11
NR2E3 ag-1	2	6	3	2	1	-3	3	2
Peg3 promoter	-6	7	21	-2	98*	13	8	-2
HIF-2a block	15	0	7	-1	83*	-6	-1	12
PDI turbidity	-2	6	x	-9	3	0	-5	-2
Cardio protect	-1	1	13	-3	3	6	-2	1
NR2E3 ag-2	-3	-32	9	-31	57	-24	-25	9
CaV13 FRET inh	8	-4	-5	-3	-6	-4	-2	x
iPSC survival up	-0.4	-0.6	0.4	-0.5	-2.6	0.3	0.1	-2.6
HTR2A ag	-1	1	-1	-5	-2	10	5	2

(17) N#CC1(NC(=O)CSc2nc3ccc([N+](=O)[O-])cc3s2)CCCCC1
(18) CCn1c(C)c(Br)c(=O)c(C(=O)OC)c1-c1ccc(Cl)cc1
(19) Cn1cc(CN2CCC(N3CCNC(=O)CC3)CC2)c(-c2ccccc2F)n1
(20) CC(C)(C)NC(=O)/C(=C\c1ccco1)NC(=O)c1ccco1
(21) CC(C)c1onc(C(=O)NCc2ccccc2)c1[N+](=O)[O-]
(22) O=Cc1cn(CC(=O)N2CCc3ccccc32)c2ccccc12
(23) Cc1ccc(C(=O)NNC(=O)C2CCN(C(=O)OC(C)(C)C)CC2)cc1
(24) Cc1cccc2cc3c(N)c(C(=O)Nc4ccc(N5CCOCC5)cc4)sc3nc12
Compound	17	18	19	20	21	22	23	24
TRPM1 prom inh	14	0	-8	7	0	-9	2	3
Shn3 3UTR inh	-6	-29	-25	-10	-34	6	0	57
NR2E3 ag-1	-1	-4	4	x	-2	3	-2	1
Peg3 promoter	8	14	3	0	-1	6	6	56*
HIF-2a block	-9	14	19	-17	-13	18	6	-21
PDI turbidity	7	-1	4	7	2	7	2	0
Cardio protect	2	-1	2	-1	1	-1	0	-12
NR2E3 ag-2	-4	0	-1	-14	-13	11	-13	-7
CaV13 FRET inh	-6	-5	-8	-19	-6	-2	-3	x
iPSC survival up	0.0	1.1	-0.3	0.6	-0.4	0.2	1.2	2.9
HTR2A ag	-4	0	-4	5	1	0	1	4

(25) Cc1onc(-c2ccccc2)c1NC(=O)OC(C)c1cccnc1 (centres undefined)
(26) Cc1cc(-c2cc(C)c(N)cc2C)c(C)cc1N
(27) CCCNC(=O)COC(=O)c1ccccc1OCc1ccc(Cl)cc1
(28) Cc1cc(C)c2c(C)c(C(=O)NCc3ccc(S(N)(=O)=O)cc3)oc2c1
(29) O=C(Cc1ccccc1)NC1c2ccccc2-c2ccccc21
(30) Cc1cc(NC(=O)COC(=O)c2ccc(Cl)cc2)no1
(31) COC(=O)/C(=N/Nc1ccccc1)N1CCCc2ccccc21
(32) COc1cc(/C=C/C(=O)OCC(=O)N(C)C2CCS(=O)(=O)C2)ccc1OC(F)F (centres undefined)
Compound	25	26	27	28	29	30	31	32
TRPM1 prom inh	x	-1	13	1	-3	x	9	-6
Shn3 3UTR inh	-4	4	-7	15	-1	-22	19	4
NR2E3 ag-1	x	x	2	-66	5	x	-1	5
Peg3 promoter	1	9	-8	9	9	-5	31	-3
HIF-2a block	6	3	13	13	-5	3	6	9
PDI turbidity	-4	-9	-4	0	0	3	-3	-9
Cardio protect	3	1	-8	-19	6	-7	-1	2
NR2E3 ag-2	-8	-11	-28	43	9	2	7	0
CaV13 FRET inh	-3	-10	-4	-4	-18	-5	-5	-11
iPSC survival up	5.6	3.2	0.1	-1.4	-3.5	-0.6	-0.8	0.9
HTR2A ag	-2	-2	-6	3	4	2	4	5

(33) O=C(NC1CCCC1)c1cc2nc(-c3ccco3)cc(C(F)(F)F)n2n1
(34) CN1C(=S)N(c2ccccc2)C(=O)/C1=C/c1ccco1
(35) N#CC(c1ccccc1)C(CC(=O)c1ccccc1)c1ccccc1 (centres undefined)
(36) Cc1nc2cc(-c3ccccc3)ccc2o1
(37) CCOc1ccc(-c2nnn(CC(=O)N3CCCC(C)C3)n2)cc1 (centres undefined)
(38) Cc1nc(N2CCc3ccccc3C2)[nH]c(=O)c1Cc1ccccc1
(39) COc1ccc2cc(C(=O)N/N=C/c3sc4ccccc4c3O)ccc2c1
(40) Cc1ccc(NC(=O)C2=C(O)c3sccc3N(C)S2(=O)=O)cc1
Compound	33	34	35	36	37	38	39	40
TRPM1 prom inh	-16	8	x	-7	11	-3	5	-6
Shn3 3UTR inh	6	-18	-31	-25	13	9	22	-37
NR2E3 ag-1	1	-1	x	-2	-2	7	-1	0
Peg3 promoter	-6	-13	33	-15	-2	20	-30	-70
HIF-2a block	-13	-11	-8	-56	-10	-14	-150	-120
PDI turbidity	-7	0	1	-9	9	-1	6	-3
Cardio protect	-4	-2	0	1	-6	-18	20	-14
NR2E3 ag-2	-3	-3	-18	-41	-12	-1	-48	-34
CaV13 FRET inh	-4	-8	-5	-3	-3	-5	-10	-5
iPSC survival up	-0.4	-1.2	-1.5	1.7	0.3	2.7	-2.2	-3.8
HTR2A ag	14	2	3	-4	5	-2	-3	5

(41) COc1ccc2c(C=O)c[nH]c2c1
(42) Nc1ncc2c(n1)CC(c1ccco1)CC2=O (centres undefined)
(43) COc1ccc(CNC(=O)CNC(=O)[C@@H]2Cc3ccccc3CN2)cc1
(44) CCCc1nnc(NC(=O)Cn2cnc3ccccc3c2=O)s1
(45) Cc1ccc(C(c2nnnn2C(C)(C)C)N2CCN(C3CCCC3)CC2)cc1 (centres undefined)
(46) COc1ccc(/C(C)=N/NC(=O)c2nnn(-c3nonc3N)c2-c2ccccc2)cc1
(47) O=C(Nc1cccnc1)c1cccc([N+](=O)[O-])c1
(48) C=CCn1cnc2c(NCc3ccccc3)ncnc21
Compound	41	42	43	44	45	46	47	48
TRPM1 prom inh	-4	3	4	-10	1	-10	3	-43
Shn3 3UTR inh	-22	-2	-5	-28	5	-3	29	-40
NR2E3 ag-1	-3	5	1	-3	-2	0	-1	1
Peg3 promoter	0	-1	8	13	1	3	-5	-103
HIF-2a block	-9	19	-1	-3	11	2	0	-127
PDI turbidity	2	-1	-11	3	1	-9	6	-3
Cardio protect	5	-7	3	2	4	1	1	-7
NR2E3 ag-2	11	7	-20	8	-12	-3	-2	-68
CaV13 FRET inh	-3	x	-2	-5	-3	-4	-20	0
iPSC survival up	0.9	1.4	-0.4	-0.2	-3.2	-0.3	-0.3	-1.3
HTR2A ag	6	2	5	4	-8	1	7	6

Reprinted at random: 2 compounds from above
(46) COc1ccc(/C(C)=N/NC(=O)c2nnn(-c3nonc3N)c2-c2ccccc2)cc1
(42) Nc1ncc2c(n1)CC(c1ccco1)CC2=O (centres undefined)
Compound	46	42
TRPM1 prom inh	-10	3
Shn3 3UTR inh	-3	-2
NR2E3 ag-1	0	5
Peg3 promoter	3	-1
HIF-2a block	2	19
PDI turbidity	-9	-1
Cardio protect	1	-7
NR2E3 ag-2	-3	7
CaV13 FRET inh	-4	x
iPSC survival up	-0.3	1.4
HTR2A ag	1	2

More records.
(49) Cc1ccc(C(=O)N2CCN(c3ncccn3)CC2)o1
(50) CCOc1ccc(N2Cc3ccccc3C2)cc1
(51) O=C(c1ccc(-c2nc3ccccc3s2)o1)N1CCN(c2ccccc2O)CC1
(52) COc1cccc(-c2nc(-c3cccs3)no2)c1
(53) Cc1ccccc1NC(=O)CCC(=O)N/N=C/c1ccncc1
Compound	49	50	51	52	53
TRPM1 prom inh	13	-65	-9	-13	2
Shn3 3UTR inh	-8	-32	-63	-50	x
NR2E3 ag-1	5	0	1	-1	-4
Peg3 promoter	2	-200	16	-89	12
HIF-2a block	-5	-202	-68	-152	-1
PDI turbidity	0	-7	0	-10	2
Cardio protect	2	0	52*	-18	0
NR2E3 ag-2	8	-99	-13	-77	-29
CaV13 FRET inh	-6	-8	-6	-5	-7
iPSC survival up	-4.2	-1.5	-0.5	-0.5	1.1
HTR2A ag	4	-2	5	-2	1

Screening data from PubChem BioAssay.
